Screens deposited in PubChem BioAssay by several laboratories.
proCasp7 act: activates human procaspase-7, counter-screen for procaspase-3 activators | P55210 | recombinant procaspase-7, Ac-DEVD-pNA absorbance 405 nm; D23A/D198A/D206A triple mutant, cannot self-cleave; scale: DMSO 0, 5 µM enzyme 100 | activation, % at 8.5 µM | 0.093% of 330,000 active | AID 463210;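 active means percent activation above the screen-wide mean plus 3 SD, cut at about 25% in these data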
Target sequence (P55210 whole entry D23A/D198A/D206A): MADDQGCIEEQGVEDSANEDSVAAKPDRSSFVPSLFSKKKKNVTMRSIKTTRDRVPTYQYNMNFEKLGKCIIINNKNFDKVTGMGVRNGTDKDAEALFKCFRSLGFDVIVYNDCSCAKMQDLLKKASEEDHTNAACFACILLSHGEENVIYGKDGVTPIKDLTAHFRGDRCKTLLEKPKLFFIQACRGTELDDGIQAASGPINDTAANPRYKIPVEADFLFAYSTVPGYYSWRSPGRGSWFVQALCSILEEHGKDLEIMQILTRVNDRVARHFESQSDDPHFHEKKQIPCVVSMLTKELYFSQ
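Assay system – Uncleavable procaspase-7 mutant enzyme · Quantity – 2 µM procaspase-7 mutant as dispensed · Times – 1 h preincubation, 2 h reaction · Dosing – single nominal 8.5 µM compound dose, 0.8% DMSO final · Buffer or medium – Zinc-free 50 mM HEPES buffer, pH 7.4, with NaCl and Triton X-100 · Detection – Epi-absorbance of released pNA at 405 nm, two timepoints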
Fh CTSL1 inh: counter-screen for PFM18AAP inhibitors: inhibitors of F. hepatica cathepsin L1; recombinant F. hepatica cathepsin L1, Z-Leu-Arg-MCA fluorescence; inhibition, % at 5.96 µM; 0.49% of 300,000 active; AID 1906;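 active means inhibition above the mean of all tested compounds plus 3 SD, set per screening campaign, cut at about 17% in these data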;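 further: 0% = plate median of test compound wells and 100% = 1 µM Z-Phe-Ala-diazomethylketone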
HCV core dimer: HCV core protein dimerization inhibition; 0.33% of 300,000 active; TR-FRET GST/Flag-core106 dimerization, 1536-well; AID 1899; inhibition, % at 5 µM;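 active means inhibition above the mean of all tested compounds plus 3 SD, set per screening campaign, cut at about 45% in these data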
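Assay system – GST-tagged and Flag-tagged HCV core protein residues 1-106 · Quantity – core106 proteins, GST 13.5 nM and Flag 17 nM · Benchmarks – unlabelled core106 and no-GST-core106 wells · Read-out basis – percent inhibition of core106 dimerization signal · Detection – time-resolved FRET, ex 340 nm, em 617 and 671 nm · Schedule – 4 h at 22.5 °C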
proCasp3 act: activates human procaspase-3. recombinant procaspase-3 D3A, Ac-DEVD-pNA absorbance 405 nm. 0.11% of 330,000 active. P42574. activation, % at 8.5 µM;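 active means activation above the mean of all tested compounds plus 3 SD, cut at about 21% in these data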;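 further: 0% = DMSO alone and 100% = DMSO wells spiked with extra 5 µM PC-3 D3A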
Target sequence (P42574 whole entry D9A/D28A/D175A): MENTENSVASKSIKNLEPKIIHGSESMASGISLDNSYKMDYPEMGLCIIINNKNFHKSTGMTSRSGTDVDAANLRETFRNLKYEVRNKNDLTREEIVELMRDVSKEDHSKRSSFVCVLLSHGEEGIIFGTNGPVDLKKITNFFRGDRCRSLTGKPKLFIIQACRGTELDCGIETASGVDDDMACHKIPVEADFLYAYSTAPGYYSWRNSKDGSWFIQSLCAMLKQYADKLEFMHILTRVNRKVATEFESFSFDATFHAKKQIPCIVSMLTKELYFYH
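Evaluation: percent activation relative to control range; Material: Procaspase-3 D3A mutant, all three cleavage aspartates alanine; Compound: single dose, 8.5 µM nominal compound, 0.8% DMSO; Replication: one well per compound; Signal: absorbance at 405 nm, 0 and 120 min; Schedule: 1 h preincubation plus 2 h reaction at 25 °C.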
PP1 inh: blocks human PP1-alpha phosphatase, a PP5 counter-screen. P62136. 0.9% of 320,000 active. AID 2235. inhibition, % at 6.7 µM. purified PP1alpha, OMFP fluorescence;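 active means inhibition above the mean inhibition of all tested compounds plus 3 SD, computed separately for each screening campaign, cut at about 15% in these data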
TPT1 inhibitor: C. albicans TPT1 enzyme inhibition; recombinant caTPT1, FP RNA substrate dephosphorylation; inhibition, % at 5 µM; 0.81% of 300,000 active;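 active means inhibition above the mean of all tested compounds plus 3 SD, set per screening campaign, cut at about 24% in these data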;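 further: plate controls were DMSO alone for no effect and ferristatin control at 100 nM for full effect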
Efflux pump inh: inhibitors of Candida antifungal efflux pumps expressed in yeast. S. cerevisiae Candida pump triplex, Nile Red efflux. inhibition, % at 10 µM. 0.44% of 330,000 active. AID 485275;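 active means plate passing quality check with inhibition over a set limit, or well fluorescence over plate mean plus 4 SD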;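 further: Nile Red retained in pooled yeast measured as flow cytometry median fluorescence; 0% = buffer negative control and 100% = Enniatin B positive control; higher means more Nile Red kept so more efflux inhibition; some compounds called inactive have numbers as strong as hits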
PP5 primary: PP5 (human) phosphatase inhibition; P53041; purified PP5c, OMFP substrate fluorescence; inhibition, % at 6.7 µM; 0.18% of 320,000 active; AID 1987;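 active means inhibition above the campaign's mean inhibition across all tested compounds plus 3 SD, cut at about 9.5% in these data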;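 further: 0% = DMSO only and 100% = 100 µM cantharidin control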
JMJD2C inh: blocks human GASC-1 demethylase activity. Q9H3R0. GST-JMJD2C(1-420) H3K9me3 demethylation, DELFIA europium. inhibition, % at 2.35 µM. 0.069% of 330,000 active. AID 2099;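 active means more than half of a compound's replicate wells show inhibition beyond 50%, single wells judged on their own value; inconclusive means some, but no more than half, of replicates pass 50% inhibition; inactive means no replicate passes 50% inhibition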;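 further: signal counts dimethyl H3K9 product captured on neutravidin plate; 0% = median of DMSO wells and 100% = 0.3 times that DMSO median; strong numbers were not always called active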
Target sequence (Q9H3R0 1-420 limits assumed): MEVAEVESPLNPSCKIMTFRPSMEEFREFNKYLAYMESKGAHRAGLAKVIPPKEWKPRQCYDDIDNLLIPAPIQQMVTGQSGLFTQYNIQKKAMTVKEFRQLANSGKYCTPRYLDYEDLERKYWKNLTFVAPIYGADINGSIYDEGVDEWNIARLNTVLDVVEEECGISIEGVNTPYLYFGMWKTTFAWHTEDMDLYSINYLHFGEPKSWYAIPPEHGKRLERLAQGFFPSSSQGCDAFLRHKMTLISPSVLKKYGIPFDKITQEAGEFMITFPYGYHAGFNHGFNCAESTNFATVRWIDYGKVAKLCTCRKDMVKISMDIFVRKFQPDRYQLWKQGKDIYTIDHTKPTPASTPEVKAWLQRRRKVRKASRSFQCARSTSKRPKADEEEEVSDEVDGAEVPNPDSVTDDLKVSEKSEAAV
Active calls of the source: *; i = inactive; ? = inconclusive; nt = no result given; & = joins results of further samples. No enrichment for hits (roughly 2.9% active in at least one column).

SMILES	TPT1 inhibitor	Efflux pump inh	proCasp3 act	HCV core dimer	PP1 inh	proCasp7 act	PP5 primary	Fh CTSL1 inh	JMJD2C inh
CN1C(c2ccc(F)cc2)=CS/C1=C(\C#N)c1nnc2n1-c1ccccc1SC2	-1	0.1	-12	4	5	8	1.9	-1	4
CC(=O)NCC(=O)N(Cc1ccco1)C1(C(=O)NC2CCCC2)CCCCC1	-1	-0.1	7	4	0	4	-0.7	1	?
Cc1cc(C)nc(-n2ncc3c2CC(C)CC3=O)n1 (configuration not stated)	0	-0.1	6	1	-3	9	-0.6	-5	-13
O=C(C(Sc1ccccc1)c1ccccc1)N1CCN(c2ccccc2)CC1 (configuration not stated)	-2	-0.1	5	12	2	1	3.7	0	0
CCCCn1c(CN2CCN(C)CC2)nc2ccccc21	-4	0.0	5	-2	1	0	-0.8	-4	-9
CCC/C(O)=C1\C(=O)CC(c2ccccc2)CC1=NC (configuration not stated)	1	-0.1	13	-2	1	16	1.8	0	9
O=C(CCS(=O)(=O)c1cccc2nsnc12)N1CCN(Cc2ccc3c(c2)OCO3)CC1	-2	-0.2	7	2	-2	-1	-0.5	1	-38&-5
O=Cc1cccc(OC(=O)c2ccc(Cl)cc2Cl)c1	-4	0.0	-10	17	5	6	-0.8	1	5
COc1cc(NC(=O)c2ccccc2)c(C)cc1NC(=O)CC(CC(=O)O)c1ccccc1 (configuration not stated)	-3	0.0	2	-7	2	-5	-1.3	1	0
COc1cccc(N(C(=O)c2csnn2)C(C(=O)NC2CCCC2)c2ccccc2)c1 (configuration not stated)	2	-0.2	-7	6	-4	-10	0.5	-8	-8
COc1ccc(CCNC(=O)Nc2ccc(F)cc2F)cc1OC	0	0.0	-1	-10	-3	-1	-0.5	-1	-3
CC(=O)Nc1ccc(S(=O)(=O)N(C)Cc2ccccc2)cc1	0	0.1	4	-3	6	-8	0.3	0	-2
O=[N+]([O-])c1ccc(Nc2nc(NCCO)nc(N3CCCC3)n2)cc1	2	-0.4	3	-6	2	-9	3.8	5	-3
COc1cc(OC)c2ccc(=O)oc2c1C(CC(=O)N1CCCC1)c1ccc2c(c1)OCO2 (configuration not stated)	0	-0.2	10	-6	2	3	2.2	2	-6
Cc1ccc(C(C)NC(=O)/C(C#N)=C\c2c(C)[nH]c3ccccc23)cc1 (configuration not stated)	2	0.3	2	-1	3	-2	5.0	-1	2
CC(/C=C1\N=C(SCc2ccccc2)SC1=O)=C\c1ccccc1	-3	0.0	11	16	4	-7	-0.2	-3	-2
CCOC(=O)C1=C(C)OC(N)=C(C#N)C1c1cccs1 (configuration not stated)	-9	0.0	-5	-3	-4	-2	1.0	-11	-19
CC(=O)Nc1ccc(S(=O)(=O)NC2(C(F)(F)F)C(=O)Nc3c2c(=O)n(C)c(=O)n3C)cc1 (configuration not stated)	2	-0.1	1	3	-4	-6	-0.5	0	-1
CC(C)CN(C(=O)COC(=O)CNC(=O)c1sc2ccccc2c1Cl)C1CCS(=O)(=O)C1 (configuration not stated)	2	0.0	6	7	10	-3	0.9	-11	7
CNc1ccc(Br)cc1C(O)c1ccccc1 (configuration not stated)	-5	0.0	7	-4	-3	6	0.1	2	-4
CC1CCCCN1C(=O)CCC(=O)Nc1nnc(C2CCCCC2)s1 (configuration not stated)	-2	0.3	-10	-1	0	0	-0.7	3	i
COc1ccc(N2CCN(C(=O)NCc3ccc(C)cc3)CC2)cc1	-5	0.1	-7	-15	2	-19	-5.5	5	9
O=C(Nc1ccc(OCC(F)(F)C(F)F)c(C(F)(F)F)c1)c1ccccc1O	-1	0.1	6	-1	2	-6	11*	5	-7
CCCCN(C(=O)C1CC(=O)N(CCc2ccc(OC)c(OC)c2)C1)c1c(N)n(CCCC)c(=O)[nH]c1=O (configuration not stated)	-2	0.0	19	-3	-5	2	-1.5	-3	0
COc1ccc(N2C(=O)C(OC(C)=O)C2c2ccc(C)cc2)cc1 (configuration not stated)	-3	0.0	7	-6	0	8	4.2	2	5
COc1ccc(C(=O)Nc2ccccc2N2CCCC2)cc1	2	0.3	0	-3	-1	-4	-1.7	-4	-21
Cc1cc(O)c(-c2ccno2)cc1Cl	0	0.0	-9	-7	-1	8	4.4	-1	3
CCN1CCN(c2ccc(S(=O)(=O)N3CCOCC3)cc2N)CC1	nt	-0.1	1	nt	nt	7	nt	nt	2
CCCCOC(=O)c1ccc(N2C(=O)CC(N3CCN(C/C=C/c4ccccc4)CC3)C2=O)cc1 (configuration not stated)	0	-0.1	-6	-1	3	9	1.1	2	-11
NC(=S)N/N=C\c1c2ccccc2cc2ccccc12	15	-0.3	-26	-16	1	-32	2.0	84*	-3
CC(C(=O)NC1C=CS(=O)(=O)C1)N1C(=O)/C(=C\c2ccccc2)SC1=S (configuration not stated)	4	0.0	-12	4	2	-4	1.3	-3	2
COc1ccc(CCNC(=O)C(C(=O)c2ccc(F)cc2)n2ccccc2=O)cc1OC (configuration not stated)	-3	0.2	5	-5	5	-3	-1.1	2	2
O=C(O)/C(=C/c1ccco1)NC(=O)c1ccc(Br)o1	-1	0.0	9	0	-3	3	-1.1	3	-3
Cc1ccc2c(c1)C(c1ccc([N+](=O)[O-])cc1)=NNC(c1ccc(Br)cc1)=N2	-4	0.1	4	1	-1	6	2.6	4	5
COc1ccccc1N1CCN(C(CNS(=O)(=O)c2cccs2)c2cccnc2)CC1 (configuration not stated)	2	0.1	-6	-13	0	-3	3.3	-2	103
CCOC(=O)Cc1c(Sc2ccccc2)c2cc(C)ccc2n1C	1	-7.4	-2	4	2	1	0.8	-2	0
CCOC(=O)C1CCN(C(=O)C2(NC(=O)Nc3ccccc3Cl)CCCCC2)CC1	-4	-0.2	3	-3	-2	-9	2.0	-3	-5&1
CCOc1ccc(/C=N/n2nnnc2N)cc1OCC	0	-0.1	0	-7	-2	5	1.7	-1	-14
CCOC(=O)N1CCN(C(=O)c2ccc3c(=O)n(CCc4ccccc4)c(=S)[nH]c3c2)CC1	0	0.0	-11	8	2	0	-1.1	-3	-3
COc1ccc(C(=O)C2CCCN(C(=O)c3noc4c3CCCC4)C2)cc1F (configuration not stated)	-2	0.0	6	10	0	0	0.6	1	3
CCCc1nnc(NC(=O)CCC(=O)NCc2ccc(Cl)cc2Cl)s1	-1	0.0	10	-6	-1	7	-0.7	-2	7
Cc1[nH]n(C(C)(C)C)c(=O)c1Sc1ccccc1	0	0.0	-6	0	1	-5	0.7	-3	7
O=C(Cc1ccccc1)NCCC1=CCCCC1	-3	0.0	8	-8	-5	2	2.1	-3	2
Cc1ccc2[nH]c(C(=O)N/N=C/c3ccccc3C(=O)O)c(-c3ccccc3)c2c1	0	0.1	-3	1	3	-21	1.7	0	-3
COc1ccc(NC(=O)C/C(C)=N/NC(=O)C(=O)NC(C)C)c(OC)c1	0	0.0	0	-3	3	-3	1.7	-3	-1
COc1ccc(NC(=O)c2cccc(Cn3cc(Br)cn3)c2)cn1	-6	0.0	12	-3	-3	4	0.0	-2	-2
CCCCCn1c(CN2CCN(C(=O)OCC)CC2)nc2c1c(=O)n(C)c(=O)n2C	0	0.0	-5	11	-1	0	-1.8	-2	-2
Cc1ccc(S(=O)(=O)n2c(N)nc3ccccc32)cc1	-1	-0.1	4	3	-1	3	1.8	0	5
CCCCC(=O)Nc1sc2c(c1C(N)=O)CCC2	0	-0.1	11	2	5	-2	1.6	-2	1
Cc1cc(F)c(F)c(C(=O)N2CCOCC2)c1	-5	0.0	5	-5	-1	-9	0.1	-3	-11
CCOC(=O)c1[nH]c(C)c(C(=O)OCC(=O)N(C)C2CCS(=O)(=O)C2)c1C (configuration not stated)	-1	0.2	-14	-7	1	-2	-0.4	-3	nt
O=C(NCCN1CCOCC1)c1cc2cc([N+](=O)[O-])ccc2s1	-1	0.0	11	2	0	12	1.7	-3	14
CCC(=O)Oc1ccc2c(c1)O/C(=C\c1ccco1)C2=O	-35	0.1	-4	1	-3	-14	-3.3	2	-40
Cc1cc(C)nc(N2CCC(C(=O)NCCc3ccccc3)CC2)n1	1	0.2	4	0	-3	15	1.3	4	9
CN(CC(=O)Nc1ccc(Cl)c(Cl)c1)C(=O)C1CCCC1	nt	-0.2	7	nt	-5	8	2.7	nt	3
CC(NC(=O)CN1C(=O)NC2(CCc3ccccc32)C1=O)c1ccccc1 (configuration not stated)	nt	-0.1	0	nt	-7	7	-2.2	nt	nt
CCCC(=O)N1CCN(c2ccc(NC(=O)c3cccs3)cc2)CC1	-3	0.0	6	1	-2	8	-0.2	-1	13
COc1ccc2[nH]cc(CCNC(=O)C3CC(=O)N(c4ccc(Cl)cc4)C3)c2c1 (configuration not stated)	1	-0.3	2	6	-1	7	0.4	-7	-1
CC(C)OCCCNC(=O)c1cc2c(=O)n(C)c3ccccc3c2n1C	1	0.0	14	0	-3	8	-0.1	1	-2
O=C(N[C@@H](Cc1ccccc1)c1nc2ccccc2[nH]1)c1cc([N+](=O)[O-])ccc1Cl	-1	-0.2	-6	-7	3	-1	4.5	-21	-3

Carrying on:
SMILES	TPT1 inhibitor	Efflux pump inh	proCasp3 act	HCV core dimer	PP1 inh	proCasp7 act	PP5 primary	Fh CTSL1 inh	JMJD2C inh
COc1ccccc1CN1C(=O)CN(C2CCCCCC2)C(=O)C1c1ccc(F)cc1 (configuration not stated)	-2	0.6	-1	3	-3	4	2.7	1	4
S=C(NCc1ccccc1)N1CCN(Cc2ccc3c(c2)OCO3)CC1	-3	0.0	1	-2	2	-1	-0.1	1	1
O=S(=O)(c1ccccc1)c1nc(-c2ccccc2)oc1N1CCOCC1	0	0.1	-3	0	0	8	2.3	0	1
O=C1CCCN2N=C(SCC(=O)Nc3ccc(F)cc3F)SC2=N1	-1	-0.5	7	8	0	1	-0.6	5	11
NC(=O)c1cccnc1Oc1ccccc1	0	0.1	-3	-9	-1	0	3.3	-2	14
CC(OC(=O)c1ccc2c(c1)OCCO2)C(=O)NC1CCCCC1C (configuration not stated)	0	0.0	8	-4	-6	6	0.0	1	-11
CC(NC(=O)c1cccs1)C1CCCO1 (configuration not stated)	-2	-0.1	13	-11	-1	5	2.2	3	4
CC(C)C(=O)Nc1nnc(CCc2ccccc2)s1	-1	-0.2	6	-9	-3	8	3.0	3	5
